APOBEC3G inh = inhibitors of human APOBEC3G DNA deaminase; actives 0.28% (n = 330,000); AID 493012; recombinant A3G, ssDNA deamination FAM/TAMRA fluorescence; Q9HC16; inhibition, % at 20 µM;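 active = inhibition of at least 40% at 20 µM, with no more than 30% in the related APOBEC3A deaminase screen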;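 note: plate controls were DMSO wells with A3G for no effect and wells lacking A3G enzyme for full effect; some compounds called inactive have numbers as strong as hits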
Target sequence (Q9HC16 whole entry, looked up): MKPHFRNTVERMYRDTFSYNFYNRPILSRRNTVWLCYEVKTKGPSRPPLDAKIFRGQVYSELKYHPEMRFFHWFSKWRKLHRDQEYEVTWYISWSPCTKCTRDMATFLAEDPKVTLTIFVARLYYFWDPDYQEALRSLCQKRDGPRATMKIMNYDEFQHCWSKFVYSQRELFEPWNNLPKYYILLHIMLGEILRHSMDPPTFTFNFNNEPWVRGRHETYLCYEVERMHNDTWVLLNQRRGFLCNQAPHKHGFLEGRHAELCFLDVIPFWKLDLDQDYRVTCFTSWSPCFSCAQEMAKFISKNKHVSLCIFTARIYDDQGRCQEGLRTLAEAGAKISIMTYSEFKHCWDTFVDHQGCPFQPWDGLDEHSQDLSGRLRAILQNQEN
beta cell repl = induces beta-cell replication in MIN6 cells. actives 0.29% (n = 330,000). AID 2380. MIN6 cells proliferation, ATPlite luminescence, 48 h; cells starved in 0.2% serum; 100% = growth in 10% serum. proliferation, % at 10 µM;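 active = compounds whose signal lies at least 3.5 SD above the mean of all wells on their plate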;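 note: 0% = DMSO-treated cells in low-serum medium and 100% = 10% serum control; some compounds called inactive have numbers as strong as hits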
TIM10 inh = growth inhibitors of TIM10 yeast strain. S. cerevisiae TIM10 strain growth, BacTiter-Glo luminescence, 24 h. inhibition, % at 10 µM. actives 1.4% (n = 330,000);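 active = inhibition of 40% or more at the single tested concentration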;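 note: wild-type TIM10 isogenic control strain grown at permissive 25 °C; 0% = DMSO yeast wells and 100% = minimal medium wells without yeast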
hIAP block = blocks human intestinal alkaline phosphatase. P09923. purified IAP, CDP-Star luminescence, 30 min. inhibition, % at 10 µM. actives 0.12% (n = 330,000);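 active = inhibition reaching a set limit with compound at 10 µM in the primary screen, cut at about 35% in these data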;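 note: plate controls were DMSO wells with enzyme for no effect and no-enzyme buffer wells for full effect; values of inactives mirror those of a sister screen read the other way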
NALP3 yeast inh = inhibitors of NALP3 inflammasome in yeast; inhibition, % at 10 µM; AID 2825; Yeast reconstituted NLRP3/ASC/caspase-1, beta-gal luminescence, 24 h; actives 0.39% (n = 330,000);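 active = inhibition of 50% or more; inactive = inhibition below 50%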;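 note: plate controls were induced DMSO wells for no effect and uninduced yeast grown without galactose for full effect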
mIAP act = increases mouse intestinal alkaline phosphatase activity; activation factor at 10 µM; muIAP, CDP-Star luminescence, 30 min; hits give high values; 1 = vehicle-only enzyme signal, 0 = enzyme-free wells; AID 2805; actives 0.24% (n = 330,000);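 active = activation factor of at least 2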; note: the source names both 10 and 20 µM as test concentration; values of inactives mirror those of a sister screen read the other way
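also added = chemiluminescent substrate CDP-Star | test system = mouse IAP enzyme | signal = chemiluminescence readout | compound = DMSO-dissolved test compounds | incubation = 30 min at room temperature | benchmarks = DMSO wells, no-enzyme wells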
A3A deaminase = blocks human APOBEC3A ssDNA deamination. P31941. recombinant A3A, FAM/TAMRA ssDNA deamination fluorescence. inhibition, % at 20 µM. actives 0.41% (n = 330,000);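 active = at least 40% inhibition at 20 µM here, with at most 30% in a related deaminase screen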;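 note: plate controls were A3A with DMSO for no effect and wells lacking A3A enzyme for full effect; some results filed as inactive read as strong as hits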
Target sequence (P31941 whole entry, looked up): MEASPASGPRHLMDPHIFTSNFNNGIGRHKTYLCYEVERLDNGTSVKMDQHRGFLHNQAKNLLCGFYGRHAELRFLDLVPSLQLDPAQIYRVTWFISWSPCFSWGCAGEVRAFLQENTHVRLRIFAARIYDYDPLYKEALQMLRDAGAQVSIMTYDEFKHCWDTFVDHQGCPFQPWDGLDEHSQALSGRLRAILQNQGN
mIAP inh = mouse IAP inhibition; AID 2806; actives 0.2% (n = 330,000); purified mouse IAP, CDP-Star luminescence, 30 min; inhibition, % at 10 µM;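 active = inhibition of at least 40% at 10 µM in the primary screen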;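 note: plate controls were DMSO with enzyme for no effect and no enzyme wells for full effect; values of inactives mirror those of a sister screen read the other way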
tim10-1 inh = growth inhibitors of tim10-1 mutant yeast | S. cerevisiae tim10-1 ts strain growth, BacTiter-Glo, 24 h | inhibition, % at 20 µM | actives 2.2% (n = 330,000);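 active = inhibition of at least 40%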;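 note: mutant grown at 25 °C; 0% = DMSO wells with yeast and 100% = wells holding no yeast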
Starred values were filed as active, the others as inactive.

Order of values – APOBEC3G inh, beta cell repl, TIM10 inh, hIAP block, NALP3 yeast inh, mIAP act, A3A deaminase, mIAP inh, tim10-1 inh
COc1ccc(N2CCN(CC(=O)Nc3ccc(SC(F)F)cc3)CC2)cc1
→ -5, -5, 35, -10, 28, 0.99, -2, 1, 34
Cc1ccccc1-n1ncc2c1CC(C)(C)CC2NC(=O)CCN1Cc2ccccc2C1=O (stereo not given)
→ 1, -2, 9, -15, -2, 0.96, -3, 4, 15
CCCCNC(=O)N(O)C1N(CCCC)C(=O)N(CC(=O)OC)C1(C)C (stereo not given)
→ -8, -1, 12, 4, 7, 1, -2, -1, 10
CCCCOc1ccc(-c2nnc(N)s2)cc1
→ -1, -2, -14, 1, 45, 1, 3, -1, -30
CCOc1cccc(/C(O)=C2/C(=O)C(=O)N(CCOC)C2c2ccc(C)o2)c1 (stereo not given)
→ -6, 0, 13, 2, -11, 1, -4, -4, 2
Cc1nnc(SCC(=O)N2CCCCC2)s1
→ -6, 2, -15, -4, 7, 0.99, -4, 1, 5
CN(C)/C=C/C(=O)c1ccc(Cl)s1
→ -2, 0, -7, 0, 14, 0.85, 0, 15, 2
CC(C)OCCCNC(=O)C(NC(=O)c1ccc(Cl)cc1)C(C)C (stereo not given)
→ -9, 3, -10, -6, -6, 1, -2, -1, 6
Cc1cccc(Nc2nc(-c3ccccc3)c(C(=O)Nc3cccnc3)s2)c1
→ -4, -5, 6, 10, 18, 1, 0, 0, 14
CC1=NN(c2ccccc2)C(=O)C1C=Nc1ccccc1O (stereo not given)
→ 3, -4, 38, -88, 14, 1.1, -9, -9, 8
COc1ccc(CNc2nc3nc(C)c(Cl)c(=O)n3[nH]2)cc1OC
→ -4, -1, -5, 6, 10, 0.97, 1, 3, 9
COc1ccccc1Nc1nc(-c2cccc([N+](=O)[O-])c2)nc2ccccc12
→ -3, 0, -5, 13, -11, 0.93, 2, 7, 15
O=C(NCCc1ccc2c(c1)OCCO2)c1cccc(F)c1
→ -6, -1, 3, 4, 23, 0.98, -2, 2, -14
O=C(COC(=O)c1c2c(nc3ccccc13)CCCC2)c1ccc(Br)s1
→ -4, -2, -24, 17, 6, 0.84, -1, 16, 14
CCN(c1ccccc1)S(=O)(=O)c1cc2c(cc1C)NC(=O)CO2
→ 3, -3, -30, -3, 28, 0.98, -2, 2, -31
O=C(CCOc1ccccc1)Nc1ccnn1C1CCN(Cc2ccccc2)CC1
→ -8, 0, 0, -5, 5, 1.1, -1, -7, -9
CCOC(=O)c1cc2c(C)n(-c3ccc(OCC)cc3)c(C)c2cc(C(=O)OCC)c1=O
→ 0, 0, 1, 10, 8, 0.91, -1, 9, 23
CC(C)Cc1nccs1
→ -3, 0, 4, -25, 1, 1.2, -3, -17, 19
CCOc1ccccc1C(=O)N1CCN(c2ccc(C(F)(F)F)cn2)CC1
→ -1, 0, 7, 4, 15, 1.1, 3, -9, 19
Cc1ccc(C)n1-c1ccc(N2CCOCC2)cc1
→ -1, -2, 1, 2, 4, 0.87, 3, 13, 14

Look-ups from the results shown:
A3A deaminase, `COc1ccccc1Nc1nc(-c2cccc([N+](=O)[O-])c2)nc2ccccc12` : 2
tim10-1 inh, `O=C(NCCc1ccc2c(c1)OCCO2)c1cccc(F)c1` : -14

(next part)
Order of values – APOBEC3G inh, beta cell repl, TIM10 inh, hIAP block, NALP3 yeast inh, mIAP act, A3A deaminase, mIAP inh, tim10-1 inh
CCN1CCN(CC(O)COc2ccc3c(C)cc(=O)oc3c2)CC1 (stereo not given)
→ -5, 4, -26, -1, 0, 0.93, -2, 7, 6
COc1ccc(C(=O)NCCc2nnc(SCC(=O)Nc3ccccc3F)n2C)cc1
→ -12, 3, 12, 11, 2, 1, 0, -3, 10
CC(=O)c1ccc(S(=O)(=O)Nc2ccc(-n3c(C)nc4ccccc4c3=O)cc2)cc1
→ 4, -4, -1, -2, 31, 1, 1, -1, -7
CCn1c(CNC(=O)C23CC4CC(CC(C4)C2)C3)nnc1SC
→ -3, 3, -15, -12, 8, 1.1, -2, -12, 21
CCOc1cccc(=O)c2c(C)n(CC3CCCO3)c(C)c12 (stereo not given)
→ -3, 1, 7, 12, 2, 0.96, 6, 4, 1
Cc1ccccc1Cn1c(C)nc2ccc([N+](=O)[O-])cc2c1=O
→ 14, -5, 4, -16, 13, 1, 8, -2, 16
Cc1ccc(NS(=O)(=O)c2ccc(OCC(=O)N3CCOCC3)cc2)cc1
→ -3, -1, -11, 5, 6, 1, 0, -2, -9
C[C@@H](C(=O)N[C@H](C(=O)O)c1ccccc1)n1nnc2ccccc2c1=O
→ -4, -2, -10, -1, 1, 0.94, -1, 6, 6
Nc1ccc(NC(=O)c2ccccc2)c2c1C(=O)c1ccccc1C2=O
→ 1, -3, -8, -3, 16, 0.93, 8, 7, 22
Cc1ccc(OCc2nnc(SCC(=O)C(C)(C)C)n2Cc2ccco2)cc1
→ -11, -3, 18, -3, 15, 1, -4, -4, 28
Cc1ccccc1C(=NC(=O)c1ccccc1)c1ccccc1
→ -5, -1, 8, -6, 27, 0.92, -3, 8, 8
CC(=O)Nc1ccc2c3c(cccc13)C(=O)N(c1ccccc1)C2=O
→ -7, 1, 3, -2, 5, 1, -1, -2, -4
CCCCOc1ccccc1C(=O)N(Cc1ccco1)C1CCS(=O)(=O)C1 (stereo not given)
→ 2, -3, 3, -10, 1, 0.96, 0, 4, 5
COCCN(C(=O)c1ccc(COc2ccccc2)o1)c1c(N)n(CC(C)C)c(=O)[nH]c1=O
→ 0, -3, 7, 8, -4, 0.91, 3, 9, -4
CCCCOc1ccc(S(=O)(=O)Nc2cccnc2)cc1
→ -5, -1, -5, 24, 2, 1.1, -7, -6, -31
COc1ccc(C(=O)N[C@H](C(=O)Nc2sccc2C(N)=O)C(C)C)cc1
→ -2, 0, -12, -6, 1, 1, 1, -2, 8
CC(C)c1ccc(CN(C(=O)C2COc3ccccc3O2)C2CCS(=O)(=O)C2)cc1 (stereo not given)
→ -3, -3, -1, -8, 7, 1, 2, -3, 18
Cc1ccc(NC(=S)NC(=O)c2c(-c3ccccc3Cl)noc2C)cc1
→ 1, -6, 31, 3, 14, 0.74, 0, 26, 24
Cc1csc2nc(CNC(=O)C3CCCCC3)cn12
→ -1, -1, -2, 13, 13, 1, -2, -5, 17
Cc1ccc(OS(=O)Nc2cccc3nccnc23)cc1 (stereo not given)
→ -4, -1, 26, -26, -11, 1, -2, -4, 55*
COc1ccc(-c2nnc(SCC(=O)O)n2Cc2ccccc2)cc1
→ -8, 0, -3, -16, 9, 1, -5, -2, -3
Cc1cc(NC(=O)COC(=O)/C=C/c2ccc(C)o2)no1
→ 1, -1, 1, -14, 5, 0.97, 2, 3, -15
COc1ccc(C(=O)NCCSCc2cccc(Cl)c2)cc1OC
→ -1, 1, -7, -11, 20, 1.1, 2, -11, 5
COc1cccc(C(=O)NCCS(=O)(=O)NCCCc2ccccc2)c1
→ -3, 0, -3, 12, 4, 1.1, 0, -7, 9
CSc1nnc2c(n1)OC(c1cccn1C)N(C(C)=O)c1ccccc1-2 (stereo not given)
→ -4, -3, 2, -4, 6, 1, 0, -4, 3
Cc1cccc(NC(=O)c2cccc(N3C(=O)C4CCC(C)CC4C3=O)c2)c1C (stereo not given)
→ -2, 2, -1, -4, 12, 0.95, -1, 5, -8
N/C(=N\OC(=O)c1ccc2ccccc2c1)c1ccccc1Cl
→ -6, -7, 84*, -7, 26, 0.96, -1, 4, 36
CC(=O)n1cc([C@H]2C=C(C(=O)Nc3ccccc3)O[C@@H](OCc3ccc(CO)cc3)C2)c2ccccc21
→ -14, -9, 13, -12, 8, 1, -5, -1, 13
COC(=O)c1nn(-c2ccc(Cl)cc2)c(=O)cc1Sc1ccccn1
→ -6, 1, -31, -20, 7, 0.98, -1, 2, 25
COc1ccc(-c2nc(CS(=O)CC(=O)NCCC3=CCCCC3)c(C)o2)cc1 (stereo not given)
→ 1, 1, 14, 17, -4, 0.91, 0, 9, 24

For convenience, part of the list above:
Order of values – APOBEC3G inh, beta cell repl, TIM10 inh, hIAP block, NALP3 yeast inh, mIAP act, A3A deaminase, mIAP inh, tim10-1 inh
COc1ccc(-c2nnc(SCC(=O)O)n2Cc2ccccc2)cc1
→ -8, 0, -3, -16, 9, 1, -5, -2, -3
Cc1cc(NC(=O)COC(=O)/C=C/c2ccc(C)o2)no1
→ 1, -1, 1, -14, 5, 0.97, 2, 3, -15
COc1ccc(C(=O)NCCSCc2cccc(Cl)c2)cc1OC
→ -1, 1, -7, -11, 20, 1.1, 2, -11, 5
COc1cccc(C(=O)NCCS(=O)(=O)NCCCc2ccccc2)c1
→ -3, 0, -3, 12, 4, 1.1, 0, -7, 9

Next part
Order of values – APOBEC3G inh, beta cell repl, TIM10 inh, hIAP block, NALP3 yeast inh, mIAP act, A3A deaminase, mIAP inh, tim10-1 inh
O=C(CCC1CCCCC1)Nc1nccs1
→ -1, -2, 29, -9, -34, 0.96, 0, 4, 35
CN(C(=O)CSc1cccc[n+]1[O-])c1ccccc1
→ -6, -3, -1, -4, 0, 1.1, 0, -7, -11
COc1ccc(S(=O)(=O)N2CCCCCC2)cc1NC(=O)c1c2c(nc3ccccc13)CCN(Cc1ccccc1)C2
→ -6, -2, 15, 14, 19, 1, -1, -5, 14
O=C(CCCc1ccccc1)Nc1cccc(C(=O)O)c1
→ -7, -5, -7, -12, 1, 1, -4, -3, -13
O=NN1CCN(c2ccncc2S(=O)(=O)N2CCCCC2)CC1
→ -3, 4, -8, 12, -2, 0.91, -4, 9, -24
CC(C(=O)N1CCCCC1)n1ncn2cccc2c1=O (stereo not given)
→ -6, 1, -8, -6, -7, 0.99, 1, 0, 5
CCOc1nc(-c2ccc(Cl)cc2Cl)ccc1C#N
→ 4, -3, -22, -3, 13, 0.97, 1, 3, -10
CCOc1ccc(S(=O)(=O)N(CCO)CCO)cc1-c1nc2c(C(C)(C)C)nn(C)c2c(=O)[nH]1
→ -7, 3, 9, 10, 4, 0.91, -3, 9, -7
COC(=O)CNC(=O)COC(=O)c1cc(SC)ccc1Cl
→ 0, -1, 1, 5, -5, 1, 5, -2, 2
Cn1cnc(C(=O)N2CCc3ccccc3C2)c1C(=O)N1CCc2ccccc2C1
→ 40, 1, -4, 15, 2, 0.93, 52, 7, -5

Reprinted at random: 2 records from the list, in no set order.
Order of values – APOBEC3G inh, beta cell repl, TIM10 inh, hIAP block, NALP3 yeast inh, mIAP act, A3A deaminase, mIAP inh, tim10-1 inh
CCOc1ccc(S(=O)(=O)N(CCO)CCO)cc1-c1nc2c(C(C)(C)C)nn(C)c2c(=O)[nH]1
→ -7, 3, 9, 10, 4, 0.91, -3, 9, -7
CN(C(=O)CSc1cccc[n+]1[O-])c1ccccc1
→ -6, -3, -1, -4, 0, 1.1, 0, -7, -11

Remaining list, next part:
Order of values – APOBEC3G inh, beta cell repl, TIM10 inh, hIAP block, NALP3 yeast inh, mIAP act, A3A deaminase, mIAP inh, tim10-1 inh
CCNc1ccc(C(=O)OCC(=O)NCc2ccccc2Cl)cc1[N+](=O)[O-]
→ -4, 1, 0, 9, 15, 0.91, -1, 9, 2
COC(=O)C1=CO[C@@H](O)C2C(CO)=CCC12 (stereo not given in full)
→ -8, 3, 7, 5, 21, 1.1, -1, -10, 6
Cn1nc(-c2ccc(Cl)cc2)c2cc(C(=O)NCc3ccco3)sc21
→ -6, -8, 20, -4, 43, 1.1, -3, -12, 35
Cn1c(=O)c2c(ncn2Cc2ccc(Cl)cc2)n(C)c1=O
→ -5, 6, 6, 1, -3, 0.92, 2, 8, 9
